High-throughput results: PubChem, The Scripps Research Institute Molecular Screening Center
MITF primary: blocks human microphthalmia-associated transcription factor; O75030; 650,000 compounds, 0.91% hits; AID 1259374; AlphaScreen MITF homodimerization, bead proximity signal; inhibition, % at 2.6 µM; in the data active = inhibition above about 50%;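 also: 0% = vehicle wells with protein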
Target sequence (O75030 whole entry, looked up): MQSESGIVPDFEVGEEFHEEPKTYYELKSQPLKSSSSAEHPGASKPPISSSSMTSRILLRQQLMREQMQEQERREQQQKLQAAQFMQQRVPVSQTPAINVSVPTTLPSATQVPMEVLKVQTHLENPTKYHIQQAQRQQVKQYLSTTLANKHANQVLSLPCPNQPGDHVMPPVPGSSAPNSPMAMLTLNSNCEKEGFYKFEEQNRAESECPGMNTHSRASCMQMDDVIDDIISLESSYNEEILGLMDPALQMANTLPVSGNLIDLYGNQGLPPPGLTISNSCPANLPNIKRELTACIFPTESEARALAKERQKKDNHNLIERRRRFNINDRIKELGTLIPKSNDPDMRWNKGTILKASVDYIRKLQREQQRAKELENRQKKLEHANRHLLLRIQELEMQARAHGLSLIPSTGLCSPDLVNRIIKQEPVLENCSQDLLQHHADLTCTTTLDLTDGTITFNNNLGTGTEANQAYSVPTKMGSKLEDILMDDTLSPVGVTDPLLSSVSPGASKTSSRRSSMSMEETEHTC
TEAD-YAP block: TEAD-YAP interaction inhibition; HEK-TIYL cells, TEAD-Gal4/YAP UAS-luciferase luminescence; inhibition, % at 9.12 µM; 640,000 compounds, 1.4% hits; AID 1259422; in the data active = inhibition above about 32%;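 also: 0% = median of test compound wells and 100% = reference inhibitor wells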
GPR151 ag: activators of human GPR151 | activation, % at 11.2 µM | 650,000 compounds, 1% hits | Q8TDV0 | AID 1508602 | PathHunter beta-arrestin GPR151 cells, luminescence; in the data active = activation above about 4.9%;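 also: 0% = median of compound wells and 100% = cells with positive control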
Target sequence (Q8TDV0 whole entry, looked up): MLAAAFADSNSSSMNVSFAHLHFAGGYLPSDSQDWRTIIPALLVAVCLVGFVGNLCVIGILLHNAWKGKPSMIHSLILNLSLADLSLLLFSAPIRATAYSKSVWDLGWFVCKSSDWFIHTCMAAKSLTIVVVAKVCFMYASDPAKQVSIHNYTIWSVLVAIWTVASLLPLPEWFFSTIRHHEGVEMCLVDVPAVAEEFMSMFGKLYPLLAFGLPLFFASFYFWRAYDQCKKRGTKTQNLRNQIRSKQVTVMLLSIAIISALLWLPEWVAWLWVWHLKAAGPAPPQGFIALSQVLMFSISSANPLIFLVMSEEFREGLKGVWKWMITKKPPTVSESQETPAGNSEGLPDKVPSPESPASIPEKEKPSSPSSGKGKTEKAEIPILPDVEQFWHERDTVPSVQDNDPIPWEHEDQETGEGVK
FBW7 act: activators of human E3 ligase FBW7. AlphaScreen FBW7–phospho-cyclin E peptide binding, activator screen. normalized activity (activation), % at 26.1 µM. 650,000 compounds, 0.13% hits. AID 1259310; in the data active = normalized activity above about 1.9%;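 also: purified mutant Fbw7 with reduced substrate affinity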
Numbers without * were called inactive; x = no result given; & = joins results of further samples; ! = not confirmed by another sample.

SMILES	MITF primary	TEAD-YAP block	GPR151 ag	FBW7 act
CCN(CC)c1nc(Nc2ccc(NC(C)=O)cc2)nc(N2CCCC2CO)n1 (stereo not drawn)	-9	10	-1.9	-0.2
COCCNC(=O)CC(NS(=O)(=O)c1ccc(Br)cc1)c1ccco1 (stereo not drawn)	7	2	0.4	0.0
O=c1[nH]c(O)c(C=NCc2ccc3c(c2)OCO3)c(=O)[nH]1	4	13	0.8	-0.1
O=C(NC1CCCCCC1)c1ccc2c(c1)ncn2-c1ccc(F)cc1F	9	-10	-1.2	0.2
COc1ccc(-n2c(/C=C/c3cc(OC)c(OC)cc3OC)nc3ccccc3c2=O)cc1Cl	-1	-3	-0.9	-0.3
Cc1ccc(/C=C2/N=C(c3cccc(Cl)c3Cl)OC2=O)o1	6	-6	1.4	0.0
CCOc1ccc(NC(=O)CCc2nc(-c3ccc(OC)c(OC)c3)no2)cc1	6	4	0.0	-0.2
CN(C)c1ccc(-c2ccc(OC3CCN(CCc4ccccn4)CC3)cc2)cn1	10	53*	0.8	-0.3
CCOC(=O)c1sc(NC(=O)COc2ccccc2C)c(C(=O)OCC)c1C	15	-2	-1.7	-0.1
O=C(NCc1ccc(F)cc1)c1c(O)c2c([nH]c1=O)CCCC2	-1	-2	-0.2	-0.1
CC(Nc1cccc2ccccc12)C(=O)N/N=C/c1cc([N+](=O)[O-])ccc1O (stereo not drawn)	24	67*	1.5	0.0
C[C@@H](c1ccccc1)n1c(=O)[nH]c2ncc(-c3ccsc3)nc21	3	2	1.7	-0.5
Cc1cc(F)c(F)cc1C(=O)Nc1cccc(F)c1	2	5	1.0	0.0
CC(C)CCN1C(=O)c2ccc(C(=O)C(C#N)c3ccccn3)cc2C1=O (stereo not drawn)	1	-9	-0.9	0.0
O=S1(=O)NC(=NCCc2ccc(Cl)cc2Cl)c2ccccc21	2	7	0.1	-0.2
CCOC(c1ccccc1)c1nc(C(=O)O)c(C)[nH]1 (stereo not drawn)	6	1	1.2	0.3
O=C(Cc1ccccc1)NCc1ccc(F)cc1	8	-14	-0.1	0.0
COc1ccc(CCNC(=O)c2ccc(N3CC4CC(C3)c3cccc(=O)n3C4)c([N+](=O)[O-])c2)cc1OC (stereo not drawn)	5	-12	-1.7	0.0
O=C(O)c1cc([N+](=O)[O-])c(C(=O)O)cc1Oc1ccc(Cl)cc1	-9	-2	4.5	-0.1
COc1ccccc1/C=N/NC(=O)c1cc(-c2ccc(C)cc2)n[nH]1	14	13	-0.5	0.1
CC(=O)c1ccc(OC2OCCOC2Oc2ccc(C(C)=O)cc2)cc1 (stereo not drawn)	-5	-7	-0.4	-0.2
CCN(CC)S(=O)(=O)c1ccc(O)c(N=Cc2ccc[nH]2)c1	13	-6	1.1	0.8
CCN(CC)Cc1ccc(C(=O)NCCn2nc(C)cc2C)c(=O)[nH]1	-11	0	1.9	0.0
Cc1cc(Cl)ccc1OC(=O)c1cc2ccccc2o1	5	-1	1.8	-0.5
Cc1cc(C)c(NS(=O)(=O)c2cc(S(=O)(=O)Nc3c(C)cc(C)cc3C)c3cccc4c3c2NC4=O)c(C)c1	-5	-18	0.9	0.4

One compound at a time, as listed above. Order of values: MITF primary | TEAD-YAP block | GPR151 ag | FBW7 act
Profile of COCCNC(=O)CC(NS(=O)(=O)c1ccc(Br)cc1)c1ccco1 (stereo not drawn) = 7 | 2 | 0.4 | 0.0
Profile of Cc1ccc(/C=C2/N=C(c3cccc(Cl)c3Cl)OC2=O)o1 = 6 | -6 | 1.4 | 0.0
Profile of O=S1(=O)NC(=NCCc2ccc(Cl)cc2Cl)c2ccccc21 = 2 | 7 | 0.1 | -0.2

Carrying on.
SMILES	MITF primary	TEAD-YAP block	GPR151 ag	FBW7 act
O=C(Cn1c(S(=O)(=O)Cc2ccccc2)nc2ccccc21)NC1CC1	-13	3	1.9	-0.1
NS(=O)(=O)c1ccc(CNC(=S)Nc2ccc3c(c2)OCO3)cc1	14	5	-1.9	0.3
COc1cccc(NC(=O)c2cn(-c3ccc(F)cc3F)c(=O)c3ccccc23)c1	-6	18	2.0	0.1
CNC(=O)C1Cc2ccccc2N1S(=O)(=O)c1ccccc1 (stereo not drawn)	10	9	1.0	0.0
O=C(N/N=C/c1ccc(Cl)cc1)c1ccc(O)cc1O	14	11	-0.8	-0.1
CN1CCN(CCCNC(=O)c2ccc3c(=O)n(CCc4ccccc4)c(=O)[nH]c3c2)CC1	5	-5	1.5	-0.1
O=C(O)CCc1ccc(-c2cccs2)n1NC(=O)c1ccco1	13	-10	-2.0	0.2
CC(=NCc1cccs1)c1c(C)[nH]n(-c2ccc([N+](=O)[O-])cc2)c1=O	-3	3	-1.6	-0.1
Cc1cc(C)nc(SCc2cc(=O)c(OC(=O)Cc3ccc(F)cc3)co2)n1	10	-8	-1.8	-0.1
Cc1cccc(CN2CCC3(CCC(CNC(=O)c4csc(C)n4)O3)CC2)n1 (stereo not drawn)	-11	-8	1.1	-0.1
CCOC(=O)C(CCOCCOc1cccc(OCC)c1)C(=O)OCC	-15	2	1.0	0.2
CCOC(=O)c1c(-c2cccnc2)csc1N	-3	10	-0.1	-0.2
O=C(CSc1nc(N2CCOCC2)nc(N2CCOCC2)n1)NC1CCCCC1	-4	2	0.7	-0.3
c1ccc(OCCNc2cc(Nc3ccc(-n4ccnc4)cc3)ncn2)cc1	-9	-14	-2.1	-0.2
CCC(NC(=O)NCCc1ccccc1)(C(F)(F)F)C(F)(F)F	15	-2	-0.3	0.6
COc1nccnc1NS(=O)(=O)c1ccc(NC(=O)c2ccccc2)cc1	1	16	1.9	0.0
COC(=O)c1cc(S(=O)(=O)NC2CCCC2)cn1C	-5	12	0.4	0.0
COc1ccc(C)cc1S(=O)(=O)Nc1cc([N+](=O)[O-])ccc1C	14	4	-1.7	0.5
CC(=O)Oc1ccc(N(C(C)=O)S(=O)(=O)c2ccc(C)cc2)cc1	11	2	-0.5	0.8
CC(C)c1cc(Nc2nccs2)cc(C(C)C)c1O	20	-4	0.8	0.1
O=C(Cn1cnc2ccccc21)N1CCN(c2ccccn2)CC1	-3	12	-0.4	0.0
CCCNC(=O)C1CC(=O)N(c2ccc(OC)cc2)C1 (stereo not drawn)	17	12	0.5	0.4
COc1ccc(-c2c(C)nn3c(NCCCn4ccnc4)cc(C)nc23)cc1	-14	0	-1.5	-0.1
CN(C(=O)CSc1nc2c(cnn2-c2ccccc2)c(=O)[nH]1)C1CCS(=O)(=O)C1 (stereo not drawn)	0	-8	-1.6	-0.1
CCOc1ccc(C(=O)Nc2sc3c(c2C(N)=O)CCCC3)cc1[N+](=O)[O-]	12	-13	0.8	-0.1

Among those listed so far, these have a nitro group on carbon:
SMILES	MITF primary	TEAD-YAP block	GPR151 ag	FBW7 act
CC(Nc1cccc2ccccc12)C(=O)N/N=C/c1cc([N+](=O)[O-])ccc1O (stereo not drawn)	24	67*	1.5	0.0
COc1ccc(CCNC(=O)c2ccc(N3CC4CC(C3)c3cccc(=O)n3C4)c([N+](=O)[O-])c2)cc1OC (stereo not drawn)	5	-12	-1.7	0.0
O=C(O)c1cc([N+](=O)[O-])c(C(=O)O)cc1Oc1ccc(Cl)cc1	-9	-2	4.5	-0.1
CC(=NCc1cccs1)c1c(C)[nH]n(-c2ccc([N+](=O)[O-])cc2)c1=O	-3	3	-1.6	-0.1
COc1ccc(C)cc1S(=O)(=O)Nc1cc([N+](=O)[O-])ccc1C	14	4	-1.7	0.5
CCOc1ccc(C(=O)Nc2sc3c(c2C(N)=O)CCCC3)cc1[N+](=O)[O-]	12	-13	0.8	-0.1

Other results.
SMILES	MITF primary	TEAD-YAP block	GPR151 ag	FBW7 act
NC(=O)C1(N2CCCCC2)CCN(C(=O)c2cn(-c3ccc(F)cc3F)c(=O)c3ccccc23)CC1	4	1	1.3	0.0
O=C(c1ccc(N2CCC(NCCCn3cccn3)CC2)cc1)N1CCCC(O)C1 (stereo not drawn)	16	7	-0.7	-0.1
COc1ccc(NC(=O)CSc2nc3[nH]ncc3c(=O)n2-c2ccccc2C)cc1OC	-8	2	0.4	0.0
COc1ccc2c(c1)NC1(CCN(C(=O)c3cnn(C)c3C)CC1)c1cccn1-2	3	15	-0.3	0.1
CS(=O)(=O)Nc1c(O)ccc2c1CCCC2C1=NCCN1 (stereo not drawn)	-2	x	0.0	0.1
Cc1ccccc1N1C(=O)c2ccc([N+](=O)[O-])cc2C1=O	4	-2	0.5	0.7
O=C1c2oc3ccc(Cl)cc3c(=O)c2C(c2cccnc2)N1c1ccccn1 (stereo not drawn)	0	-2	0.1	0.1
CCOc1ccc(N2C(=O)CC(NC3CC3)C2=O)cc1 (stereo not drawn)	10	0	-0.6	0.1
Cc1ccc(S(=O)(=O)N/N=C/c2ccc(OC3CSC3)cc2)cc1	2	-2	-0.2	-0.1
O=C(N/N=C/c1c[nH]c2ccccc12)c1ccncc1	14	5	2.2	0.0
O=C1c2ccncc2C(=O)N1CNc1ccc(Br)cc1	17	12	-0.4	0.3
Cc1[nH]nc2c1C(c1ccc(F)cc1)CC(=O)N2 (stereo not drawn)	0	0	0.9	0.1
O=C1N[C@@H](Cc2ccccc2)C(=O)N2C[C@@H](NCc3sc4ccccc4c3Cl)C[C@@H]12	20	4	1.9	0.2
O=C(Cc1c(F)cccc1Cl)Nc1ccc(S(=O)(=O)N2CCCC2)cc1	6	14	3.0	-0.1
O=C(/C=C/c1ccccc1)Nc1nc2c(s1)C(=O)CC(C(=O)NCc1ccsc1)C2 (stereo not drawn)	5	-24	0.2	-0.1
O=C(NC1CCCCC1)C1CCN(S(=O)(=O)c2cccc3nonc23)CC1	-2	-8	0.2	0.0
O=C(Nc1ccc(F)cc1)Nc1nnc(Cc2ccc([N+](=O)[O-])cc2)s1	20	1	-0.5	0.6
O=C(O)c1ccc(CNc2nc3ccc(C(=O)c4ccccc4)cc3n3cnnc23)cc1	-19	7	-0.6	-0.1
O=C(NC(=S)Nc1ccc(N2CCOCC2)c(Cl)c1)c1ccccc1Cl	16	0	-1.2	0.1
COC(=O)c1ccc(C2N=C(c3cccs3)CC(c3ccccc3O)N2)cc1 (stereo not drawn)	5	-20	1.5	0.7
COc1ccc(CNc2ncc(-c3ccc(N4CCOCC4)cc3)n3ccnc23)cc1	9	15	0.1	0.0
CC1CCCN(C(=O)CSc2nc3ccccc3n2CC(=O)N2CC(C)CC(C)C2)C1 (stereo not drawn)	-4	2	0.8	0.0
O=C(Cc1cc(=O)[nH][nH]1)N/N=C/c1ccccc1[N+](=O)[O-]	-4	1	-0.2	0.1
O=C(O)C(F)(F)C(NCc1ccccc1)c1ccccc1 (stereo not drawn)	-2	3	-0.4	0.1
CC(C)(C)c1cc(C(=O)CN2C3=NCCCN3c3ccccc32)cc(C(C)(C)C)c1O	-3	9	-0.4	0.0
SMILES	MITF primary	TEAD-YAP block	GPR151 ag	FBW7 act
COCCCNC(=O)C1CCCN1C(=O)OCc1ccccc1 (stereo not drawn)	5	2	0.2	0.1
c1ccc(/N=C2/N=C(Nc3ccccn3)c3ccccc32)nc1	7	-8	-0.6	-0.1
COc1cccc(C(=O)c2c(N)c(C(=O)Nc3cc(C)ccc3C)c3ccccn23)c1	-1	12	0.0	0.0
c1ccc(CNc2nncc(-c3ccc4ccccc4c3)n2)nc1	16	3	-0.2	0.1
CC[C@H](Cn1nc(-c2ccoc2C)oc1=O)NC(=O)C1CCCCC1	2	5	-0.1	0.1
COc1ccc(NC(=O)CSc2nnc(NC(=O)CCc3ccccc3)s2)cc1	9	-5	3.7	0.2
O=C(CCN1CCN(Cc2ccc3c(c2)OCO3)CC1)N1N=CCC1(O)C(F)(F)F (stereo not drawn)	4	-1	0.8	-0.1
Cc1[nH]c2ccccc2c1C(=O)/C(C#N)=C/c1ccc(N(C)CCO)cc1	13	38*	0.6	0.1
Cc1ccc(C)c(-c2csc(NC(=O)C3C4CCC(C4)C3C(=O)O)n2)c1 (stereo not drawn)	20	8	-0.3	0.1
COCCNC(=O)CN1C(=O)NC2(CCCCC2)C1=O	6	5	-0.7	-0.2
O=C(COc1cccc(Cl)c1)Nc1nc(-c2ccccc2)cs1	3	10	3.3	-0.1
CN1CCN(c2ccc(-c3nc(NC4CCN(Cc5ccccc5)CC4)c4ncn(Cc5ccc(C(F)(F)F)cc5)c4n3)cc2)CC1	4	0	2.4	-0.2
C=CCOC(=O)COc1ccc2c(-c3ccccc3)cc(=O)oc2c1	14	9	-0.3	0.6
COc1cc(-c2cn3c(NC(=O)c4ccccc4)c(C)nc3cn2)cc(OC)c1OC	-16	4	0.1	-0.1
COc1ccccc1-n1c(SCC(=O)Nc2cc(C)[nH]n2)nc2c(sc(=S)n2-c2ccc(C)c(C)c2)c1=O	-31	5	0.7	0.0
Cc1ccc(C(=O)N[C@H]2C[C@H]3C(=O)N[C@H](CC(C)C)C(=O)N3C2)cc1	-1	0	-0.3	-0.2
COc1ccc(S(=O)(=O)N2CCCC2)c([N+](=O)[O-])c1	-18	4	0.2	-0.2
CCN1C(=O)N[C@H](c2ccc(Br)cc2)C(C(C)=O)=C1C	9&3	x	1.5&4.1	-0.1&0.0
CCCCCCCCCCCCCCCCOP(=O)(O)OCC[N+](C)(C)C	-13&-8&-1	5&0	11*!	0.0&0.7
Cn1c(Cl)cnc1CN1CCN(S(=O)(=O)c2ccccc2C(F)(F)F)CC1	15	5	-2.1	0.2
COC(=O)c1ccc(/C=C/C(=O)c2ccc(OC)cc2)cc1	15	-17	1.2	0.3
COc1ccccc1NC(=O)Nc1nnc(-c2cccc([N+](=O)[O-])c2)s1	6	-5	0.5	0.0
CC(=O)NCc1ccc(C(=O)CCl)s1	-4	3	-0.3	0.0
c1ccc(CNc2cc(NCc3ccc4c(c3)OCO4)ncn2)cc1	-7	12	-0.1	0.1
CCc1nc(NCCCO)c2nnn(Cc3ccc(F)cc3)c2n1	-10	-22	-2.6	-0.1
